phage Ecoli inh: E. coli growth loss with phage present; inhibition, % at 11.9 µM; growth absorbance; actives 0.26% (n = 360,000); AID 651602; in the data active = inhibition above about 11%
Pemphigus Ab inh: inhibitors of pemphigus antibody binding to human desmoglein-3. DSG3-coupled beads, scFv-anti-DSG3-GFP binding, flow cytometry; hits give low values. P32926. actives 0.48% (n = 310,000). AID 588358. binding (percent of control), % at 10 µM;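 active = binding more than 3 SD below its plate's average and above zero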;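 note: hits lower antibody fragment binding to DSG3; some compounds called inactive have numbers as strong as hits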
MOR-DOR inv ag: mu-delta opioid heterodimer inverse agonism | P35372+P41143 | inhibition, % at 9.3 µM | AID 504357 | actives 0.21% (n = 340,000) | cell-based MOR-DOR heterodimer luminescence; in the data active = inhibition above about 22%, passing the limit was not always enough;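 note: 0% = cells with DMSO and 100% = wells without cells with DMSO; values of inactives mirror those of a sister screen read the other way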
Ecoli viability: counter-screen for AddAB inhibitors: E. coli growth inhibition; inhibition, % at 11.9 µM; actives 0.27% (n = 330,000); E. coli V3065 growth, OD600 absorbance, 18 h;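 active = inhibition above the campaign's mean inhibition across all tested compounds plus 3 SD, cut at about 9.9% in these data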;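 note: uninfected addAB+ strain grown without phage in ampicillin broth; 0% = DMSO wells and 100% = ciprofloxacin 0.95 µg/ml wells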
PfHsp90 yeast 2: reduces growth (ATP signal) of yeast expressing P. falciparum Hsp90; AID 504621; S. cerevisiae expressing PfHsp90, BacTiter-Glo ATP, 48 h; yeast lacking PDR1 and PDR3 efflux regulators; actives 0.32% (n = 310,000); inhibition, % at 9.4 µM;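 active = every replicate shows inhibition above about 80%, whatever the replicate mean, limit read from the data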;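 note: 0% = DMSO neutral controls and 100% = 20 µM radicicol positive controls; yeast relying on Plasmodium falciparum Hsp90 in place of its own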
HTR5A ag ctr: HTR5A agonism, opioid heterodimer counter-screen | P47898 | HTR5A agonist assay, luminescence, cell-based | activation, % at 9.3 µM | actives 0.61% (n = 340,000) | AID 504692; in the data active = activation mostly above about 9.5%, no sharp cut-off; inactive = mostly below about 7.6%;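 note: 0% = cells with vehicle only and 100% = reference agonist; strong numbers were not always called active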
Target sequence (P47898 whole entry, looked up): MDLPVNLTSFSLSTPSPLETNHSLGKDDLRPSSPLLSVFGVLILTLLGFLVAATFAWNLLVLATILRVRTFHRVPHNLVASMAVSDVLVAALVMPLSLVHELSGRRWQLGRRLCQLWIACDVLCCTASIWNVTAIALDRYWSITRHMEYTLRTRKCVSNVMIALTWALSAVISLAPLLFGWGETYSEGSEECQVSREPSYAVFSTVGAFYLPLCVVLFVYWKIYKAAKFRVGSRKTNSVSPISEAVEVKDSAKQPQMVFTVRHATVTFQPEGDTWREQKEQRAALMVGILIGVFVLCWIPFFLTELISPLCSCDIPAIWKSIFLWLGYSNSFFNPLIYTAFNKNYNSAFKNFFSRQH
AddAB inh: less growth of phage-infected E. coli with AddAB; E. coli expressing H. pylori AddAB, absorbance growth; inhibition, % at 11.9 µM; actives 0.29% (n = 330,000); in the data active = inhibition above about 12%;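 note: 0% = vehicle wells of infected cells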
OPRM1-OPRD1 ag: agonists of human mu-delta opioid receptor heterodimerization; cells, OPRM1-OPRD1 heterodimerization, luminescence; activation, % at 9.3 µM; actives 0.3% (n = 340,000); P35372+P41143; in the data active = activation above about 18%;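 note: 0% = vehicle-treated cells and 100% = reference agonist; values of inactives mirror those of a sister screen read the other way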
PKA-R1A activ: activates the PKA-R1A holoenzyme complex. P00514+P68181. PKA-R1A dissociation, Cy5-IP20 fluorescence polarization; scaled: DMSO 0%, 113 µM cGMP 100%. activation, % at 11.4 µM. actives 0.083% (n = 340,000);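 active = percent activation above the mean of all tested compounds plus 3 SD, cut at about 19% in these data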;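 note: higher means more PKAc released from R1A so a rise in polarization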
SUMO Mot1 rescue: inhibitors of SUMOylation pathway: yeast Mot1-301 growth rescue; S. cerevisiae Mot1-301 growth rescue, ATP luminescence, 38.5C; percent above DMSO median, 100 means doubled; growth rescue, % at 18.8 µM; actives 1% (n = 320,000);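 active = every valid replicate shows activation above 250% relative to neutral control wells; inactive = the rest, any valid replicate at or below 250%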;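 note: OY570 slx delta 5 strain wells were the positive control but not used for scaling; some compounds called inactive have numbers as strong as hits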
HTR5A inv ctr: counter-screen for OPRM1-OPRD1 inverse agonists: human HTR5A inverse agonism; P47898; HTR5A cell line, luminescence; inhibition, % at 9.3 µM; actives 0.083% (n = 340,000); AID 504634; in the data active = inhibition mostly above about 23%, no sharp cut-off; inactive = mostly below about 18%;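 note: 0% = cells with DMSO and 100% = no-cell wells with DMSO; some compounds called inactive have numbers as strong as hits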
* marks the source's active call; other numbers are inactive results; / = no result given; + = active, no number.

#	SMILES	Pemphigus Ab inh	HTR5A ag ctr	AddAB inh	phage Ecoli inh	MOR-DOR inv ag	PKA-R1A activ	SUMO Mot1 rescue	PfHsp90 yeast 2	HTR5A inv ctr	Ecoli viability	OPRM1-OPRD1 ag
1	Cc1ccc2c(c1)C(=O)CC1(CCCC1)O2	101	-4	1.6	0.2	13	0	78	6	0	-2.6	-2.3
2	Cc1ccc(OCc2nnc(SCC(=O)Nc3nccs3)n2-c2ccccc2)cc1C	107	3	2.0	2.6	15	-15	-18	-24	-7	-1.1	-3.6
3	Cc1ccc(C(=O)NC2CC(C)(C)NC(C)(C)C2)cc1C	105	5	2.1	1.3	8	-10	-1	16	-27	1.9	-1.4
4	O=C(CCN1C(=O)COc2ccccc21)NCCN1CCN(c2ccccc2F)CC1	100	1	0.2	0.5	-11	5	11	/	-2	-0.9	1.9
5	c1ccc(-c2cc3c(ccc4nonc43)nn2)cc1	/	-6	4.0	0.3	4	2	-9	17	16	1.7	-0.7
6	CN(C)/C=N/c1cc(=O)[nH]c(=O)n1C	99	4	3.2	2.2	3	2	6	-25	-13	-1.5	-0.6
7	CCOc1ccc(NC(=O)C(CC(=O)O)Cc2ccccc2)cc1 (stereo unspecified)	102	-1	-3.3	2.8	6	-6	194	-11	4	-1.8	-1.2
8	COc1ccc(/C=C/C(=O)NCC(=O)N=Nc2c(O)[nH]c3ccc([N+](=O)[O-])cc23)cc1	98	3	-0.2	0.5	8	10	5	13	-5	-1.1	-1.3
9	O=S(=O)(O)c1cc(Cl)cc(N=Nc2ccc(O)cc2O)c1O	99	-3	/	-3.6	20	2	/	10	12	/	-4.6
10	COc1ccc(C(=O)N/N=c2\oc3ccccc3cc2C(=O)NCc2ccccc2)cc1	86	2	1.6	3.1	13	-2	-8	-126	4	-1.6	-2.6
11	COc1ccccc1N1CCN(CCN2C(=O)C3CCCCN3C2=O)CC1 (stereo unspecified)	105	3	5.7	1.6	8	6	454*	10	-10	-1.4	-1.6
12	CSc1nc(N)nc(C(C)C)n1	110	-3	1.3	0.1	11	2	-1	13	1	4.5	-2.1
13	CCN=C1SC(C(=O)Nc2cccc(Br)c2)CC(=O)N1CC (stereo unspecified)	97	4	3.9	2.9	-37	-4	-2	-15	-11	-0.6	6.1
14	Cc1ccccc1-n1c(SCC(=O)N(C)C2CCS(=O)(=O)C2)nnc1-c1ccncc1 (stereo unspecified)	104	-3	0.9	2.4	4	6	6	-1	-23	-0.8	-0.7
15	O=C(NCCNC(=O)c1ccc(F)cc1)c1ccc(F)cc1	111	3	0.6	-2.4	12	6	-21	4	1	-1.1	-2.3
16	CCOC(=O)C(=CNc1cccc(N)n1)C(=O)OCC	95	-1	-0.3	4.6	2	0	/	-13	-8	-2.4	-0.4
17	Cc1[nH]nc2c1/C(=N\O)CC(C)(C)C2	/	-8	2.9	2.1	21	-7	37	7	20	0.5	-4.9
18	N#C/C(=C\c1ccc(O)c(O)c1)C(=O)Nc1cccc2ncccc12	79	0	0.7	3.3	14	5	-1	-12	1	-1.3	-2.5
19	Cn1cc([N+](=O)[O-])c(C(=O)NCc2ccccc2)n1	108	1	2.9	1.3	10	8	13	8	-13	0.3	-2.1
20	CCN(CC)S(=O)(=O)c1ccc(Cl)c(NC(=O)COC(=O)c2ccc(O)cc2)c1	102	2	0.3	3.2	1	-4	-5	-24	-4	-0.2	-0.2
21	CCOC(=O)C1CCCCN1S(=O)(=O)c1cc2c(cc1C)NC(=O)CO2 (stereo unspecified)	102	4	6.8	2.1	7	-15	/	7	-10	-1.1	-1.4
22	O=[N+]([O-])c1cccc(-c2c(-c3ccccc3)ncc3ccc(F)cc23)c1	99	1	-0.3	2.4	-18	-11	28	-37	3	0.0	3.1
23	CCC(C)NC(=O)C(=O)NCC1CCCN1CC (stereo unspecified)	113	-2	-0.6	0.1	1	-2	-4	/	6	-2.2	-0.1
24	O=C(NCC1CCCCC1)c1cccc(S(=O)(=O)N2CCCC2)c1	112	-3	-2.0	1.1	11	0	-23	14	8	-2.3	-2.8
25	Cc1ccc(/C=C(\C#N)C(=O)NCC2CCCO2)o1 (stereo unspecified)	96	-1	4.9	3.2	-13	-6	13	-9	4	0.6	1.8
26	COc1cccc(C2=NOC(C(=O)Nc3ccc(C(C)=O)cc3)C2)c1 (stereo unspecified)	93	1	1.2	3.3	9	-6	-13	/	-14	0.2	-1.8
27	CCC(=O)Nc1nc(CC(=O)Nc2ccccc2OC)cs1	/	1	0.6	1.4	2	-1	+	-12	-2	0.6	-0.4
28	O=C(NCC1COc2ccccc2O1)C1CCN(S(=O)(=O)c2ccccc2)CC1 (stereo unspecified)	/	10	1.5	-1.3	13	-9	-8	2	-26	-0.7	-3.3
29	CCC(CC)NC(=O)c1cc([N+](=O)[O-])ccc1N1CCOCC1	95	4	-1.8	3.4	1	-1	-9	-2	-15	-1.7	-0.1
30	COc1cccc(C(=O)Nc2cc3c(cc2C(C)=O)OCCO3)c1	122	-3	3.4	5.5	14	-2	-29	3	-21	1.8	-2.6
31	Cc1nn(S(=O)(=O)c2ccc(F)cc2)c(C)c1S(=O)(=O)N1CCOCC1	95	0	2.0	2.9	16	-4	-16	-14	2	0.3	-3.1
32	COc1ccc(CCNC(=O)c2ccc3c(c2)NC(=O)C(N2CCOCC2)S3)cc1OC (stereo unspecified)	105	-9	-2.3	1.4	-8	0	-8	-4	23	-1.4	1.5
33	CC(C)c1ccc(NC(=O)COc2ccc(C3SCCS3)cc2)cc1	109	3	2.4	3.4	2	0	-6	8	-16	0.5	-0.3
34	Nc1ccc(-c2n[nH]c(=O)c3ccccc23)cc1N	94	21*	2.2	2.4	-9	-10	-15	/	-50	-1.0	1.9
35	Cc1ccccc1CNS(=O)(=O)c1ccccc1[N+](=O)[O-]	98	/	-0.6	3.7	/	/	0	3	/	0.6	/
36	CCCCc1ccc(/C=C2/C(=O)ON=C2c2ccccc2)s1	137	8	-0.2	1.0	4	6	-15	15	-49	-1.7	-0.8
37	CCOC(=O)c1cn(-c2ccc([N+](=O)[O-])cc2)c2cc(Cl)c([N+](=O)[O-])cc2c1=O	62*	7	1.9	3.6	-2	3	-17	-10	-17	3.1	0.3
38	NC(=O)c1ccc(NC(=O)CNCc2ccccc2Cl)cc1	/	-1	1.5	3.1	5	-6	-14	10	3	-0.8	-0.9
39	COc1ccnc(NCc2cccnc2)c1C#N	103	2	-0.9	2.2	20	0	-13	-40	5	-1.1	-3.4
40	O=C(O)COCC(=O)N1CCN(C2c3ccccc3-c3ccccc32)CC1	102	7	1.5	0.1	17	8	16	-1	-3	0.9	-3.2
41	CC(C(=O)Nc1ccc(Cl)cc1)c1ncc(C(F)(F)F)cc1Cl (stereo unspecified)	106	6	1.4	2.7	2	-2	-13	-37	-38	0.2	-0.4
42	CCNC(=S)NNC(=O)c1cc(C2CC2)nc2ccccc12	98	-3	1.3	1.8	19	-7	19	5	-18	0.2	-3.6
43	Cc1ccc(NC(=S)Nn2cnnc2)cc1	97	0	3.5	3.1	7	12	-16	4	0	-3.6	-1.4
44	NS(=O)(=O)c1ccc2c(c1)C1C=CCC1C(C1CC=CCC1)N2 (stereo unspecified)	/	-1	1.7	-0.3	-46	3	/	-35	-8	-1.6	7.4
45	COc1cc(C(=O)Nc2nc3ccccc3s2)ccc1OCc1c(C)noc1C	101	3	1.8	0.4	-16	-5	-1	-10	-9	1.1	3.1
46	Cc1ccc(NCc2nnc(SCCN3CCCCC3)n2CC2CCCO2)c(C)c1 (stereo unspecified)	97	0	0.0	2.1	5	-10	-36	/	5	0.6	-0.9
47	CCN1C(=O)/C(=C2\SC(=S)N(CCCOC)C2=O)c2ccccc21	103	4	1.5	3.3	-4	0	1	-5	-7	0.0	1.0
48	CCCCN1C2=C(C(=O)CC(C)(C)C2)C(c2ccccc2)C2=C1c1ccccc1C2=O (stereo unspecified)	95	3	2.4	3.3	1	-7	-18	12	-6	1.3	-0.2
49	CC(=O)c1ccc(N2CCN(CC(O)COCc3ccco3)CC2)cc1 (stereo unspecified)	104	3	-1.5	2.0	6	1	-9	2	13	-1.4	-0.8
50	Cn1c(=O)c2c(ncn2CCN(CCO)Cc2ccccc2)n(C)c1=O	101	/	0.3	3.2	/	1	17	16	/	-1.9	/
51	O=C(NCCCN1CCCC1=O)c1cccc(NS(=O)(=O)c2ccc(Br)cc2)c1	98	2	0.3	2.0	-1	-1	7	7	-5	0.0	0.2
52	C#CCNC(=O)/C=C/c1ccc(OC)cc1	100	-3	4.7	2.5	12	-2	126	/	14	1.5	-2.1
53	COc1ccc(NC(=O)c2cccs2)cn1	/	4	-1.1	2.1	11	-4	5	-6	-10	-0.9	-2.2
54	CCOc1ccc(NC(=O)CCNS(=O)(=O)c2ccc3c(c2)c(=O)n(C)c(=O)n3C)cc1	97	-1	0.9	/	-3	-1	1	3	4	-1.7	0.6
55	CN(CC(=O)Nc1ccc(Cl)c(C(F)(F)F)c1)C(=O)c1cc(=O)[nH]c2ccccc12	103	2	-1.0	2.7	21	-13	-7	-12	20	1.0	-4.3
56	Cc1ccc(S(=O)(=O)N2CCOCC2)cc1NC(=O)COC(=O)CNC(=O)c1ccc(C(C)(C)C)cc1	85	3	-2.5	3.1	19	-1	-5	-9	5	-0.2	-3.9
57	O=S1(=O)CC(NCc2ccccc2)C(Nc2ccc(Cl)cc2)C1 (stereo unspecified)	103	0	-1.7	3.0	-3	-7	-31	16	-4	0.8	0.5
58	Cc1cc2ccccn2c1C(=O)c1ccc(N/N=C/c2ccc(C(=O)O)cc2)c([N+](=O)[O-])c1	93	0	/	-0.5	4	-11	/	1	-24	/	-0.8
59	Cc1cnc(NC(=O)COc2ccc3c(c2)CCC3)s1	108	2	1.5	2.0	13	-7	-2	-25	-17	0.6	-2.5
60	C/C(N)=C(/C#N)C(=O)CSc1nnc(-c2ccc3c(c2)OCO3)o1	99	8	3.2	0.8	15	-8	147	-9	-20	0.1	-2.7

Next section:
#	SMILES	Pemphigus Ab inh	HTR5A ag ctr	AddAB inh	phage Ecoli inh	MOR-DOR inv ag	PKA-R1A activ	SUMO Mot1 rescue	PfHsp90 yeast 2	HTR5A inv ctr	Ecoli viability	OPRM1-OPRD1 ag
61	CC(OC(=O)Cc1c[nH]c2ccccc12)C(=O)Nc1ccccc1[N+](=O)[O-] (stereo unspecified)	94	4	3.1	2.4	-11	-11	-27	/	-10	1.6	2.0
62	O=C(Cn1cnc2c(nnn2Cc2ccc(F)cc2)c1=O)NCc1ccc(F)cc1	84	4	1.9	3.1	6	-5	39	12	-10	1.6	-0.9
63	COc1cc(NC(=O)CSc2nnnn2Cc2ccccc2)cc(OC)c1	95	3	0.3	1.4	8	-5	/	-3	19	-3.3	-1.5
64	CCOc1ccccc1OCCC(=O)OCC(=O)Nc1c(C)nn(-c2ccccc2)c1C	103	-4	-1.9	-2.0	15	-3	13	-32	7	-0.4	-2.3

Screens deposited in PubChem by several laboratories.
